Imprint erasure: qHTS Assay for Compounds that Induce Erasure of Genomic Imprints | mouse ES Peg3-LacZ reporter, beta-gal luminescence, 40 h | Potency, µM (series often up to 60.7 µM), for the others: at the highest dose activity change, positive = activation, usual class: activators | 110,000 tested, 0.02% active;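 also: 0% = negative control wells on the plate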
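Each well holds 300 Peg3LacZ-Neo (maternal) female ES cells incubated 40 h at 37C, 5% CO2. LacZ is measured by BetaGlo luminescence, with AC50 and maximum efficacy derived from dose-response curves.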
p53ts 39C tox: qHTS Screen for Compounds that Selectively Target Cancer Cells with p53 Mutations: Cytotoxicity of p53ts Cells at the Nonpermissive Temperature | H1299-p53A138V viability at 39C, ATP luminescence, 24 h | Potency, µM (highest dose often 46.1 µM), without a hit: top-dose activity change, negative = cell killing, most hits filed as cytotoxic | 130,000 tested, 1.5% active; also: nearly all actives have a fitted effect of over 55% in size
p53ts 32C tox: qHTS Screen for Compounds that Selectively Target Cancer Cells with p53 Mutations: Cytotoxicity of p53ts Cells at the Permissive Temperature; Potency, µM (titrated, usually from 46.1 µM), for inactives: at the top dose activity change, negative = cytotoxicity, actives largely listed as cytotoxic; 130,000 tested, 0.93% active; H1299-p53A138V at 32C, ATP luminescence viability, 24 h;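 also: 0% = DMSO and -100% = full killing by reference compound; nearly all actives have a fitted effect of over 55% in size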
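ATP-content luminescence (ATPlite) read-out after 24 h compound exposure at 32C in H1299-p53A138V cells (600/well). Tested up to 46 uM. Normalized to DMSO (0%) and 100 uM tamoxifen (100% killing); Hill-fit AC50.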
IkB signaling: IkB Signaling; 110,000 tested, 0.04% active; Potency, µM (titrated, usually from 57.1 µM), for inactives: at the top dose IkBa stabilization activation; ABC-DLBCL IkBa-CBG/CBR dual luciferase ratio, 4 h; response scale: scaled: untreated 0%, proteasome inhibitor 100%; active = well fitted curve in the direction sought with a large enough effect in the signal ratio, not every such curve was filed as active; inconclusive = small, poorly fitted or top-dose-only effect, or a change in a side signal; the % refers to the signal ratio;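 also: the direction sought is a rising ratio; 0% = basal untreated cells and 100% = reference inhibitor full response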
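In this assay, an IκBα–CBG68 fusion accumulates when IKK-driven degradation is blocked; native CBR normalizes for cell number. OCI-Ly3 cells were treated 4 h with compound and doxycycline, then green and red light read after Chroma-Glo addition.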
Active calls of the source: *; ? = inconclusive; . = no result given; [ ] = another dose, or the depositor's remark. Unless noted, calls follow the shape of the dose curve; as a rule, active = well fitted curve in the direction sought with a large enough effect; inconclusive = small, poorly fitted or top-dose-only effect, or another doubt; inactive = no such curve, though single readings can be large; an effect the other way counts as inactive or inconclusive. Unless noted, % is scaled to controls: 0 for no effect and ±100 for the full control effect; potency is read from the fitted curve at half-maximal effect. The order is random; any-hit rate near 1.7%.

SMILES	Imprint erasure	p53ts 39C tox	p53ts 32C tox	IkB signaling
c1ccc(N2CCN(c3ncnc4sc5c(c34)CCC5)CC2)cc1	-16%	10%	13%	0.1%
Cn1c(=O)c(-c2cccs2)nc2cnc(N3CCOCC3)nc21	-7%	-23%	4%	1.2%[11.4 µM]
COc1ccc(O)c(C(=O)CC(=O)c2ccc(F)cc2)c1	-92%[inhibitor]	6.3µM*	6.3µM*	?
CN(C)C1NC(=O)c2cc(-c3ccccc3)sc2N1 (stereo unspecified)	-10%	-14%	1%	0.3%
CCOC(=O)c1c(C)oc2nc(C)nc(NCc3ccc(OC)cc3OC)c12	-12%[10.9 µM]	-2%	-1%	?
COc1cc(C2c3c(-c4ccc(C)cc4)n[nH]c3C(=O)N2c2ccc(F)cc2)ccc1O (stereo unspecified)	-5%[10.9 µM]	2%	5%	69%
CCc1nnc(NC(=O)CSc2nccn2-c2ccc(OC)cc2)s1	-13%[10.9 µM]	-15%	-7%	-0.5%
CCOC(=O)c1sc2nc(-c3ccco3)c3c(c2c1N)CC(C)(C)OC3	-21%	5%	9%	?
CCc1ccc(CNn2cnnc2SCC(=O)NC(C)(C)C)cc1	.	18%	14%	.
COc1ccc(-c2c(C)nn3c(N4CCN(c5ccccc5F)CC4)cc(C)nc23)cc1OC	-7%[10.9 µM]	5%	13%	-0.7%

Some of these compounds in order of the Imprint erasure value, descending:
Compound | Imprint erasure
CN(C)C1NC(=O)c2cc(-c3ccccc3)sc2N1 (stereo unspecified) | -10%
c1ccc(N2CCN(c3ncnc4sc5c(c34)CCC5)CC2)cc1 | -16%
CCOC(=O)c1sc2nc(-c3ccco3)c3c(c2c1N)CC(C)(C)OC3 | -21%

Further records.
SMILES	Imprint erasure	p53ts 39C tox	p53ts 32C tox	IkB signaling
CC(C)NC(=O)[C@H]1C[C@@H]1[C@H](NC(=O)OCc1ccccc1)c1ccccc1	-10%	-21%	-7%	.
CCOc1ccccc1Nc1nnc(SCC(=O)N2CCCC2)s1	-47%[inhibitor]	8%	1%	?
Cc1nn(CCCC(=O)Nc2ccccc2C(F)(F)F)c(=O)c2nn(-c3ccccc3)c(C)c12	-12%[10.9 µM]	-10%	6%	1.5%
Cc1nc(C)c(C(=O)C2=C(O)C(=O)N(CCCn3ccnc3)C2c2ccc(Cl)cc2)s1 (stereo unspecified)	-7%	2%	7%	0.5%
CN(C)Cc1ccccc1-c1nc(NC2CCNCC2)c2ccccc2n1	-23%	-9%	9%	0.7%[11.4 µM]
CCCc1cc(=O)[nH]c(SCC(=O)N(CC)Cc2ccccc2)n1	-7%	15%	2%	-0.8%
Cc1coc2c(C)c3oc(=O)c(CCC(=O)N4CCCCC4)c(C)c3cc12	-19%[10.9 µM]	-22%	7%	?
O=C(Nc1ccc(OC(F)(F)F)cc1)NC1COc2ccccc2C1 (stereo unspecified)	-2%[10.9 µM]	4%	5%	-2.0%
CC(=O)Nc1ccc(NC(=O)Cn2nc(C(=O)Nc3ccc(C)cc3)ccc2=O)cc1	12%[10.9 µM]	3%	12%	0.3%
CC(C)(N=NC(C)(C)C(=N)N)C(=N)N	3%[10.9 µM]	9%[9.22 µM]	8%[9.22 µM]	-0.1%[11.4 µM]
Cc1ccn2c(Nc3ccc4c(c3)OCCO4)c(-c3ccc(C)o3)nc2c1	11%[10.9 µM]	-2%	-5%	?
CCOCc1nnc(NC(=O)CCc2ccccc2)s1	10%	7%	7%	-0.7%
Oc1c(C(c2ccco2)N2CCC3(CC2)OCCO3)sc2ncnn12 (stereo unspecified)	?	3%	?	-2.0%
COc1ncc2nc(CCc3ccccc3)c(=O)n(C)c2n1	.	-9%	-9%	-2.7%[11.4 µM]
CC(C)CCNC(=O)c1cc(-c2cccnc2)nc2ccc(S(=O)(=O)N3CCC(C)CC3)cc12	-4%[10.9 µM]	-9%	0%	-0.7%
O=C(Nc1cccc(F)c1)[C@H](CSCc1ccccc1)N1Cc2ccccc2C1=O	-12%[10.9 µM]	-6%	10%	0.9%
COc1cccc(CNC(=O)Cn2c(=O)nc(-c3ccccc3F)c3cc(Cl)ccc32)c1	-10%[10.9 µM]	-10%	?	?
COc1cccc(NC(CNS(=O)(=O)c2ccc(C)cc2)c2ccccc2)c1 (stereo unspecified)	-6%[10.9 µM]	?	11%	?
CCn1c(=O)cc(SCC(=O)NCc2ccc(C)cc2)c2ccccc21	-6%[10.9 µM]	?	0%	1.1%
CC1CN(C(=O)CN2C(=O)NC(C)(c3ccccc3)C2=O)CC(C)O1 (stereo unspecified)	-5%	-2%	-6%	3.4%
CCC(=O)N1CCN(c2ccccc2NC(=O)COc2cccc(C)c2)CC1	-21%	2%	-1%	0.3%
CC(C)(C)NC(=O)COC(=O)c1ccc(O)cc1	-12%	-5%	-2%	0.6%
COc1ccc(-c2cnc(C)o2)cc1S(=O)(=O)Nc1ccc(NC(C)=O)cc1	3%[10.9 µM]	-7%	7%	0.5%
O=C(Nc1ccc2oc(-c3cccnc3)nc2c1)c1cc2ccccc2o1	-3%	1%	6%	-1.0%
Cc1ccc(S(=O)(=O)Cc2cn3cccnc3n2)cc1	4%	2%	-5%	0.7%
COc1cc2c(c(OC)c1)C(c1cccc(OC)c1OC)CC(=O)N2 (stereo unspecified)	-12%	-9%	6%	-3.6%
CCC(C)(C)n1nnnc1C(c1cc2cc(C)cc(C)c2[nH]c1=O)N1CCCC1 (stereo unspecified)	.	-1%	0%	18%
O=C1NC(c2ccc3c(c2)OCO3)Oc2ccccc21 (stereo unspecified)	1%	14%	1%	4.5%
c1ccc(-c2ccc(-n3ccnc3)cc2)cc1	-44%[inhibitor]	-15%	-2%	0.0%
COC(=O)c1c(N)c(C#N)c(C)n1-c1ccccc1	-1%	10%	7%	-0.2%
COC(=O)C1=C(C)N(c2cc(Cl)cc(Cl)c2)C(=O)C1	-26%	-11%	-10%	?
O=C(NCCCn1ccnc1)c1csc2ccccc12	-10%	10%	-2%	2.6%
Cc1ccc2cccc(NC(=O)C(C)Oc3ccc(Cl)cc3Cl)c2n1 (stereo unspecified)	-12%[10.9 µM]	21%	5%	-5.9%
CC1CCN(CCC(=O)N2CCCc3c2c(=O)oc2ccc(O)cc32)CC1	-23%	-4%	21%	?
COc1ccc(-n2nc(C(=O)NCC(=O)N3CCN(c4ccccn4)CC3)c3ccccc3c2=O)cc1	-9%	13µM*	13µM*	0.1%
Cc1cc(C)c(/C=C/c2onc(C)c2S(=O)(=O)N2CCC(C(=O)N3CCN(c4ccccc4)CC3)CC2)c(C)c1	-4%[10.9 µM]	-17%	0%	-0.7%
Cc1cc(C(=O)CSc2nnc(-c3ccccc3)n2Cc2ccc3c(c2)OCO3)c(C)n1C	-23%	-3%	0%	5.7%
Cc1c(NC(=O)Cc2ccc(Cl)cc2)cccc1-c1nc2cccnc2s1	-6%[10.9 µM]	-5%	-5%	?
N#CC1=C(N)N(c2ccccc2Sc2ccccc2)C(=O)C1	-17%	2%	-5%	-0.1%
CC(=O)c1ccc(N2CCN(C(=O)CCCn3c(=O)[nH]c4ccsc4c3=O)CC2)cc1	-10%[10.9 µM]	-10%	4%	?
O=C(Cn1cnc2ccccc21)N/N=C/c1ccc([N+](=O)[O-])cc1	.	2%	-6%	.
CCC(=O)N1CCc2cc(CNS(=O)(=O)c3ccc(Br)s3)ccc21	?	4%	3%	?
CCOc1nc(-c2ccc(C)cc2)ccc1-c1noc(-c2cccnc2)n1	-3%	-1%	0%	0.1%
CC(=O)Nc1cccc(NC(=O)c2sc3ncn(CC(=O)N4CCCCC4)c(=O)c3c2C)c1	-7%	17%	-9%	1.5%
CC(=O)Nc1cc(OC(C)=O)c2nonc2c1OC(C)=O	-80%[inhibitor]	7.9µM*	3.2µM*	?
CCOC(=O)c1ccc(NC(=O)CC2SC(=NC)N(C)C2=O)cc1 (stereo unspecified)	-2%	-6%	7%	-11%
CCOC(=O)C1CCN(c2c(NCc3ccc(C(=O)NCCOC)cc3)c(=O)c2=O)CC1	-4%	-9%	-11%	0.0%
CCOc1ccc(NC(=O)c2cnc(N3CCCC3)nc2C)cc1	11%[10.9 µM]	-23%	-4%	?
CC1CCCN(C(=O)CN2CCN(C(=O)c3ccco3)CC2)C1 (stereo unspecified)	-7%	2%	4%	-1.2%
COc1ccc(-c2cc(C(=O)Nc3ccc(C#N)cc3)no2)cc1	-11%[10.9 µM]	-8%	9%	-1.0%
(further entries)
SMILES	Imprint erasure	p53ts 39C tox	p53ts 32C tox	IkB signaling
CCC(=O)N1c2ccccc2NC2=C(C(=O)CC(c3ccco3)C2)C1c1ccco1 (stereo unspecified)	4%	7%	4%	1.3%
CCOc1ccc(NC(=O)CCS(=O)(=O)c2ccc3c(c2)n(C)c(=O)c(=O)n3C)cc1	12%[10.9 µM]	0%	3%	0.9%
CSc1ncc(Cl)c(C(=O)Nc2ccc(S(=O)(=O)N3CCC(C)CC3)cc2)n1	-5%[10.9 µM]	-18%	5%	0.1%
O=C(Cc1cccc([N+](=O)[O-])c1)NCc1nc2cccnc2n1Cc1ccc(F)cc1	26%[10.9 µM]	-2%	-3%	?
O=S(=O)(NCC(c1cccnc1)N1CCN(c2ccccc2)CC1)c1cc(F)ccc1F (stereo unspecified)	-4%	-11%	-1%	0.9%
CC(C)=CCC/C(C)=C/CO/N=C1/C[C@@H](O)[C@@H](O)[C@@H]2[C@@H]3C(=O)N([C@@H](C)c4ccccc4)C(=O)[C@H]3CC[C@@H]12	.	-1%[9.22 µM]	-5%[9.22 µM]	.
Cc1ccccc1CNC(=O)C(=O)NCC(c1ccc2c(c1)OCO2)N1CCOCC1 (stereo unspecified)	-8%[10.9 µM]	-27%	-1%	2.4%
CC(=O)NCCNc1nc2c(-c3cccc(C)c3)nnn2c2ccc(Cl)cc12	-13%[10.9 µM]	33%[activator]	-2%	?
CCc1ccc(NC(=O)C(=O)NCCc2sc(-c3ccc(OC)c(OC)c3)nc2C)cc1	4%[10.9 µM]	?	-6%	-1.4%
Cn1cc(S(=O)(=O)c2ccccc2)c(=O)c2cc(F)c(N3CCCCC3)cc21	-10%[10.9 µM]	-26%	-6%	-3.2%

11 compounds out of the list, arranged by molar mass, highest first.
SMILES	Imprint erasure	p53ts 39C tox	p53ts 32C tox	IkB signaling
Cc1nn(CCCC(=O)Nc2ccccc2C(F)(F)F)c(=O)c2nn(-c3ccccc3)c(C)c12	-12%[10.9 µM]	-10%	6%	1.5%
CC(=O)Nc1ccc(NC(=O)Cn2nc(C(=O)Nc3ccc(C)cc3)ccc2=O)cc1	12%[10.9 µM]	3%	12%	0.3%
Cn1cc(S(=O)(=O)c2ccccc2)c(=O)c2cc(F)c(N3CCCCC3)cc21	-10%[10.9 µM]	-26%	-6%	-3.2%
CC1CCN(CCC(=O)N2CCCc3c2c(=O)oc2ccc(O)cc32)CC1	-23%	-4%	21%	?
CC(C)NC(=O)[C@H]1C[C@@H]1[C@H](NC(=O)OCc1ccccc1)c1ccccc1	-10%	-21%	-7%	.
Oc1c(C(c2ccco2)N2CCC3(CC2)OCCO3)sc2ncnn12 (stereo unspecified)	?	3%	?	-2.0%
CCCc1cc(=O)[nH]c(SCC(=O)N(CC)Cc2ccccc2)n1	-7%	15%	2%	-0.8%
N#CC1=C(N)N(c2ccccc2Sc2ccccc2)C(=O)C1	-17%	2%	-5%	-0.1%
CCOCc1nnc(NC(=O)CCc2ccccc2)s1	10%	7%	7%	-0.7%
O=C(NCCCn1ccnc1)c1csc2ccccc12	-10%	10%	-2%	2.6%
O=C1NC(c2ccc3c(c2)OCO3)Oc2ccccc21 (stereo unspecified)	1%	14%	1%	4.5%

The results go on:
SMILES	Imprint erasure	p53ts 39C tox	p53ts 32C tox	IkB signaling
CCOC(=O)C1=C(C)Nc2ncnn2C1/C=C/c1ccccc1 (stereo unspecified)	-20%	3%	2%	-3.0%
C[C@@H]1C=C[C@](Cc2ccccc2)(C(=O)NCC2CC2)N1C(=O)c1ccccc1	-16%	-9%	4%	.
COc1cccc(NC(=O)CSc2nnc3[nH]c(=O)cc(-c4ccccc4)n23)c1	-16%[10.9 µM]	?	?	?
CC1(C)Cc2c(c(N3CCOCC3)nc3sc(C(=O)N4CCCCC4)c(N)c23)CO1	-4%	2%	15%	-3.3%

Source: PubChem BioAssay
